Compound activity deposited in PubChem by National Center for Advancing Translational Sciences (NCATS).
TbPYK inhibitor: qHTS of Trypanosoma Brucei Inhibitors | pyruvate kinase (Trypanosoma brucei), Q57TT1 | TbPYK enzyme, Kinase-Glo Plus ATP luminescence, 45 min | Potency, µM (series often up to 76.8 µM), for the others: top-dose activity, negative = inhibition, most hits filed as inhibitors | 0.12% of 410,000 active | AID 624173, 2012; further: potency means the concentration at half of the fitted maximal effect; nearly all actives have a fitted effect of over 50% in size
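ADP (130 uM final) triggers the TbPYK reaction after compound addition; incubation is 45 min at room temperature. Kinase-Glo Plus is then added and luminescence imaged. Normalized data are fitted to concentration-effect curves.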
AmpC inh detg: qHTS Inhibitors of AmpC Beta-Lactamase (assay with detergent); AID 485294, 2010; P00811; 0.041% of 370,000 active; Potency, µM (series often up to 114 µM), without a hit: at the top dose activity change, negative = inhibition, actives largely listed as inhibitors; AmpC hydrolysis of nitrocefin, absorbance 480 nm, 0.01% Triton;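 further: potency means the concentration at half of the fitted maximal effect; 0% = no-compound wells and -100% = no-enzyme wells; nearly all actives have a fitted effect of over 25% in size; some results filed as inactive show a strong effect at the top dose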
Target sequence (P00811 whole entry, looked up): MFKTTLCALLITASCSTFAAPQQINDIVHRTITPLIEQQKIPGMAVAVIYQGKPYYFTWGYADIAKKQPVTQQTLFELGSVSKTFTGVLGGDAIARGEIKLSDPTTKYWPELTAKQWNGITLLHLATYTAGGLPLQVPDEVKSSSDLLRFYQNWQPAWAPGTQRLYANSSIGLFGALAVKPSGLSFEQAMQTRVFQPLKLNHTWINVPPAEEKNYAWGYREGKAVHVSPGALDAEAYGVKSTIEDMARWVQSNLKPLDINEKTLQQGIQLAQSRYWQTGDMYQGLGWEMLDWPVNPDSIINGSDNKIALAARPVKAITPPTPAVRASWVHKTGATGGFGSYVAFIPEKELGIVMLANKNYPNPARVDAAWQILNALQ
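AmpC (5.3 nM in the dispensed reagent) in 20 mM phosphate pH 7.0 with 0.01% (detergent screen) or 0.0001% Triton X-100 was preincubated with compounds for 15 min at room temperature. Nitrocefin was then added from an 800 uM solution, and hydrolysis was followed at 480 nm.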
HCMV antiviral: qHTS Assay for inhibitors of the human cytomegalovirus (HCMV); AID 1259415, 2018; 4.5% of 410,000 active; activity change, negative = inhibition, % at 57.5 µM; HFF cells, HCMV-luciferase reporter, 72 h; stronger effect = lower value; in the data active means activity change below about -60%; inconclusive means no clear call, values can overlap the other calls; inactive means above about -39%
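Human foreskin fibroblasts infected with luciferase-reporter HCMV at MOI 1 PFU/cell, compounds at two doses. Luciferase measured 72 h post infection; normalized to buffer-only basal and Salinomycin (10uM) controls.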
AMA1-RON2 inh: qHTS for Inhibitors of AMA1-RON; Towards Development of Antimalarial Drug Lead: Primary Screen | Plasmodium falciparum AMA1 (3D7) - RON2 peptide interaction | AlphaScreen AMA1-biotinylated RON2 peptide binding | Potency, µM (highest dose often 58.2 µM), for inactives: at the highest dose activity change, negative = inhibition, hits mostly inhibitors | 0.2% of 360,000 active | AID 720542, 2013;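 further: potency means the concentration at half of the fitted maximal effect; 0% = vehicle wells and -100% = peptide control; nearly all actives have a fitted effect of over 45% in size; some results filed as inactive show a strong effect at the top dose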
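AMA1 (3D7) with his tag at 25 nM final met compounds first, then biotinylated RON2 peptide at 25 nM; detection used donor plus acceptor beads, 10 µg/mL apiece, read by AlphaScreen after 30 min at room temperature.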
Sm TGR inh: qHTS Assay for the Inhibitors of Schistosoma Mansoni Peroxiredoxins; Schistosoma mansoni thioredoxin glutathione reductase (TGR), Q962Y6; purified TGR, DTNB reduction, TNB absorbance 405 nm; Potency, µM (top dose mostly 114 µM), without a hit: at the highest dose activity change, negative = inhibition, actives largely listed as inhibitors; 3% of 360,000 active; further: potency means the concentration at half of the fitted maximal effect; nearly all actives have a fitted effect of over 60% in size
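First, TGR (20 nM dispensed) and NADPH were mixed with compound. Second, a 15 min room-temperature incubation followed. Third, further NADPH and then DTNB were added to start the reaction. Finally, TNB absorbance was monitored kinetically.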
LmPK inh: qHTS Assay for Inhibitors of Leishmania Mexicana Pyruvate Kinase (LmPK) | purified LmPK, Kinase-Glo ATP luminescence, 1 h | Q27686 | 0.37% of 290,000 active | Potency, µM (doses to about 57.5 µM), for inactives: at the highest dose activity change, negative = inhibition, usual class: inhibitors; further: potency means the concentration at half of the fitted maximal effect
Target sequence (Q27686 whole entry, looked up): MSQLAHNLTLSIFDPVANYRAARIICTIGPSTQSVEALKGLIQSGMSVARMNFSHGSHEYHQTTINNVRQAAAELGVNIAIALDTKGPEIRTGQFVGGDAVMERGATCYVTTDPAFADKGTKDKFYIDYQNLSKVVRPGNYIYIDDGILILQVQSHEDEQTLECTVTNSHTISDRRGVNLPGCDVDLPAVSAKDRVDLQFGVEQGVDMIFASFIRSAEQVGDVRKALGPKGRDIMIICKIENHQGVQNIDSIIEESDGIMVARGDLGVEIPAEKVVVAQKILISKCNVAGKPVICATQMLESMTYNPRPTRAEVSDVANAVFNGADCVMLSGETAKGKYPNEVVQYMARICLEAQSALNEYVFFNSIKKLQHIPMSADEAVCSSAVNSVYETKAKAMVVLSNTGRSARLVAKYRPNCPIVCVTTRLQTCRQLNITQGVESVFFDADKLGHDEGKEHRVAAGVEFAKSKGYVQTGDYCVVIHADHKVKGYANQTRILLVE
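Kinase-Glo luminescence read after 1 h RT reaction of 0.1 nM LmPK with 0.5 mM PEP and 0.1 mM ADP. Activity scaled between uninhibited and enzyme-free controls.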
AmpC no deterg: qHTS Inhibitors of AmpC Beta-Lactamase (assay without detergent); P00811; AmpC nitrocefin hydrolysis, absorbance 480 nm, 0.0001% Triton; 0.52% of 330,000 active; Potency, µM (series often up to 57.1 µM), without a hit: top-dose activity change, negative = inhibition, hits mostly inhibitors;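 further: potency means the concentration at half of the fitted maximal effect; plate controls were no compound for no effect and no enzyme for full effect; nearly all actives have a fitted effect of over 20% in size; some results filed as inactive show a strong effect at the top dose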
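AmpC (5.3 nM in the dispensed reagent) in 20 mM phosphate pH 7.0 with 0.01% (detergent screen) or 0.0001% Triton X-100 was preincubated with compounds for 15 min at room temperature. Nitrocefin was then added from an 800 uM solution, and hydrolysis was followed at 480 nm.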
An asterisk follows results filed as active; ? = inconclusive; nt = no result given; & = joins results of further samples; [ ] = remark or other dose. Unless noted, the call rests on the fitted dose curve; in most records, active means well fitted curve in the direction sought with a large enough effect; inconclusive means small, poorly fitted or top-dose-only effect, or another doubt; inactive means no such curve, though single readings can be large; an effect the other way counts as inactive or inconclusive. Unless noted, on the % scale 0 is the no-effect control and ±100 the full control effect.

SMILES	TbPYK inhibitor	AmpC inh detg	HCMV antiviral	AMA1-RON2 inh	Sm TGR inh	LmPK inh	AmpC no deterg
Cc1cc(C)c2cc(CN(CCO)C(c3nnnn3Cc3ccc(F)cc3)C(C)C)c(=O)[nH]c2c1 (stereo unspecified)	nt	?	-27	nt	-8%	8%	64%[activator]
CCN1C[C@@H]2[C@@H]3C(=O)N(Cc4ccccc4)C(=O)[C@@H]3[C@](CC)(C1=O)N2C(=O)c1ccccc1	2%	nt	-7	3%	nt	nt	nt
Cc1cc(-c2ccc(C)c(S(=O)(=O)Nc3ccc(S(N)(=O)=O)cc3)c2)on1	7%	?	-29	0%	2%	2%	-24%
COc1ccc2nc(NC(=O)C3CCN(S(=O)(=O)c4cccc5nsnc45)CC3)sc2c1	-7%	3%	-75*	-1%	16%	-1%	-16%
CC(C)Oc1ccc(S(=O)(=O)N2CCOCC2)cc1NC(=O)C1CCCCC1	1%	0%	-1	-4%	0%	nt	59%
CCO[C@@H]1OC(C(=O)N2CCN(Cc3ccccc3)CC2)=C[C@H](C2CC2)[C@H]1CCCO	4%	-4%	-20	0%	-28%	4%	132%[activator]
CCn1c(SCC(N)=O)nnc1-c1ccc2c(c1)OCO2	-3%	3%	-3	-3%	0%	12%	-15%
CCCCC(c1nnnn1C(C)C)N1CCN(C(=O)c2ccco2)CC1 (stereo unspecified)	-2%	?	-3	-15%	?	-7%	-1%
O=C(Nc1sc2c(c1C(=O)NCC1CCCO1)CCC2)c1cc(=O)c2ccccc2o1 (stereo unspecified)	-5%	-1%	8	nt	10%	nt	nt
COc1ccccc1N1CCN(Cc2cc(=O)c(OCC(=O)NC(C)C)co2)CC1	-2%	-8%	-38	5%	-11%	-13%	15%
Nc1nonc1-n1nnc(C(=O)N/N=C/c2cccs2)c1CSc1ccccc1	-2%	-12%	-7	10%	-35%	7%	-23%
CCC(=O)N1CCC(C)(C(=O)Nc2cc(OC)c(OC)c(OC)c2)C1 (stereo unspecified)	0%	nt	-17	-1%	nt	nt	nt
CCCSc1nsc(NC(=O)Nc2ccc(F)cc2F)n1	2%	?	-101*	0%	7%	-6%	-41%
C/C(=C\C(=O)OCCCCCCCCC(=O)O)C[C@@H]1OC[C@H](C[C@@H]2O[C@H]2[C@@H](C)[C@H](C)O)[C@@H](O)[C@H]1O	-8%&4%	nt	3	-1%	nt	nt	nt
Cc1cc(C(F)F)n2nc(C(=O)Nc3c(C)cccc3C)nc2n1	3%	27%	15	nt	3%	nt	nt
COC(=O)C1=C(O)C(C(=O)OC)C(c2ccc(C)cc2)C(C#N)(C#N)C1c1ccc(C)cc1 (stereo unspecified)	2%	-2%	-96*	19%	0%	0%	-23%
N#Cc1c(-c2ccc3c(c2)OCO3)cc[nH]c1=O	4%	-2%	nt	-2%	2%	4%	-23%
CCc1ccc(NC(=O)Cn2c(=O)n(Cc3nc(-c4ccccc4)no3)c(=O)c3cc4c(cc32)OCO4)cc1	2%	10%	-19	nt	-7%	nt	nt
COc1ccc(Cl)cc1-c1nc(SCC(=O)N(C)C2CCS(=O)(=O)C2)n[nH]1 (stereo unspecified)	-13%	nt	46	14%	nt	nt	7%
O=C(NC1=NCCS1)c1cccc(OC(F)F)c1	-4%	?	80	27%	-10%	-14%	-18%[11.4 µM]
COc1ccc2c3c([nH]c2c1)C(C)N(C(C)=O)CC3 (stereo unspecified)	-2%	1%	29	-6%	-4%	0%	-3%
NC(=O)c1ncn([C@@H]2O[C@H](CNCc3cccn3-c3ccncc3)[C@@H](O)[C@H]2O)n1	3%	nt	-5	0%	nt	nt	nt
Cc1ccnc2nc(C(=O)OCC(=O)NC(=O)NCc3ccco3)nn12	1%	6%	12	4%	-27%	-1%	-20%
COc1cc2c(cc1NC(=O)C(C)N1CCN(S(=O)(=O)c3ccc(C)c(C)c3)CC1)oc1ccccc12 (stereo unspecified)	2%	-14%	11	0%	0%	1%	-11%
CC1CC(OC(=O)c2ccccc2C(=O)c2ccc(Cl)cc2)C(=O)O1 (stereo unspecified)	-2%	nt	-8	16%	nt	nt	-3%

Later entries
SMILES	TbPYK inhibitor	AmpC inh detg	HCMV antiviral	AMA1-RON2 inh	Sm TGR inh	LmPK inh	AmpC no deterg
CC(C)N(Cc1ccccc1)C(=O)CSc1nccn1C	3%	-15%	-3	2%	0%	3%	3%
CC(C)(C)NC(=O)CCn1nc(-c2ccc(Cl)cc2)c2ccccc2c1=O	-13%	-5%	nt	-4%	2%	-2%	100%[activator]
O=C(Nc1ccccc1N1CCN(C(=O)c2ccc(Cl)cc2)CC1)c1ccc(Br)cc1	1%	-7%	2	-30%	3%	8%	-3%
COc1ccccc1C(=O)Nc1ccc(CN2CCCCC2)cc1	2%	2%	-3	20%	-21%	-6%	-2%
COc1cc(NCc2ccccc2)c2ncn(C(C)C)c2c1	-8%	9%	22	?	0%	nt	-4%
C=CCN=c1scc(-c2ccccc2)n1/N=C/c1ccccn1	-1%&1%	-1%	-99*	?	-16%	2%	44%
Cc1cccc(NC(=O)c2oc(=O)c3ccccc3c2-c2ccccc2)c1C	-2%	2%	6	-11%	4%	2%	-33%
CC(=O)c1cccc(Nc2nc(=O)c3cccnc3s2)c1	-3%	0%	63	9%	-3%	0%	-22%
Cc1ccc(NC(=S)N(CCN(C)C)C(C)c2ccco2)c(C)c1 (stereo unspecified)	-1%	6%	-7	-4%	13%	-1%	-16%
COc1ccc(C2C(C(=O)Nc3cccnc3)=C(C)Nc3nc(-c4ccc(OC)c(OC)c4)nn32)cc1 (stereo unspecified)	-5%	6%	4	nt	0%	nt	nt
CCN(CC)C(=O)CSc1nc(C)cc(C)c1C#N	-19%	?	-15	22%	10%	29%	-15%
C#CCOCCOCCOCCNc1nc(N2CCN(C(=O)[C@H](CCCN=C(N)N)n3cc(C(N)[C@@H](C)CC)nn3)CC2)nc(N2CCN(C(=O)[C@H](CCC(=O)O)n3cc([C@@H](N)[C@H](C)CC)nn3)CC2)n1 (stereo partly specified)	0%	nt	-2	40%[activator]	nt	nt	158%[activator]
C=CCOc1cccc(CNc2ccc3[nH]c(=O)[nH]c3c2)c1	-14%	-8%	-22	-21%	?	-4%	-16%
O=C(Nc1ccc2ccccc2c1)c1cccc2ccccc12	1%	nt	-29	1%	nt	nt	nt
CCN(CC)S(=O)(=O)c1ccc2[nH]c(=O)cc(C(=O)N(C)C3CCS(=O)(=O)C3)c2c1 (stereo unspecified)	4%	4%	?	-6%	1%	nt	-15%
CS(=O)(=O)c1ccc(Cl)c(S(=O)(=O)NCc2ccccc2)c1	0%	-3%	-24	-9%	9%	-5%	-18%
O=C(Cn1ccn(-c2ccc(F)c(F)c2)c(=O)c1=O)Nc1ccccc1F	-1%	21%	-6	nt	1%	nt	nt
CN(CC(=O)Nc1ccccc1Cl)C(=O)COC(=O)Cc1c(F)cccc1Cl	-23%	-8%	2	2%	-25%	-12%	-24%
CS(=O)(=O)N(CC(=O)N1CCCC1)Cc1ccc(Cl)cc1	-10%	-11%	-11	-8%	-7%	-5%	-7%
CCOC(=O)c1cc(-c2ccccc2)sc1NC(=O)C(C)OC(=O)c1cccc(S(=O)(=O)N(C)C)c1 (stereo unspecified)	-4%	4%	-28	-4%	-2%	-4%	-18%
CCC(=O)N1CCc2cc(S(=O)(=O)CCC(=O)Nc3nc(C)cs3)ccc21	-5%	?	-4	-4%	-11%	-7%	-4%
CC(=O)c1ccc(OC(C)C(=O)OCC(=O)NCCc2ccccc2)cc1 (stereo unspecified)	1%	-6%	4	-4%[11.6 µM]	-23%	nt	-6%
CC1CC(C)C(=O)C(C(CC2CC(=O)NC(=O)C2)OC(=O)CC(=O)c2ccccc2)C1 (stereo unspecified)	-11%	nt	-98*	-14%	nt	nt	nt
CCn1nc(NC(=O)c2ccco2)c2cc3ccccc3nc21	0%	-2%	26	24%	3%[11.4 µM]	-1%	-6%
O=C(O)CCN1CCOCC1	-15%	-10%	?	-8%	-17%	-6%	-9%

Complete entries from above. Values in the order: TbPYK inhibitor, AmpC inh detg, HCMV antiviral, AMA1-RON2 inh, Sm TGR inh, LmPK inh, AmpC no deterg
O=C(Nc1ccc2ccccc2c1)c1cccc2ccccc12 in the list: 1%, nt, -29, 1%, nt, nt, nt
O=C(O)CCN1CCOCC1 in the list: -15%, -10%, ?, -8%, -17%, -6%, -9%
Cc1cccc(NC(=O)c2oc(=O)c3ccccc3c2-c2ccccc2)c1C in the list: -2%, 2%, 6, -11%, 4%, 2%, -33%

Continued:
SMILES	TbPYK inhibitor	AmpC inh detg	HCMV antiviral	AMA1-RON2 inh	Sm TGR inh	LmPK inh	AmpC no deterg
O=C(O)c1cccnc1C(=O)c1ccccc1	1%	nt	38	2%	nt	nt	nt
Cc1cc(C(=O)Nc2c[nH]c(=O)[nH]c2=O)ccc1[N+](=O)[O-]	-23%	?	-6	13%	-1%	-4%	-8%
COc1ccc(/C=C/C(=O)OCC(=O)N(C)c2c(N)n(Cc3ccccc3)c(=O)[nH]c2=O)cc1OC	-2%	0%	-14	19%	-3%	nt	44%
CCCCC(=O)Nc1ccc2c(c1)nc(CCNC(=O)c1ccco1)n2C	-6%	-5%	24	10%	-15%	5%	-7%
Oc1ccc(/C=N/Nc2nc(N3CCCC3)nc(N3CCCC3)n2)cc1O	1%	0%	-34	61%[activator]	-32%	3%	-38%
C[C@H](NC(=O)OC(C)(C)C)c1nnc(SCc2c(F)cccc2Cl)o1	2%	6%	-78*	nt	5%	nt	nt
CCC1(C)Cc2ccccc2C(Nc2c(C)n(C)n(-c3ccccc3)c2=O)=N1 (stereo unspecified)	-4%	-1%	-12	0%	0%	-6%	-16%
COc1ccc(NC(=O)N(C)C[C@H]2Oc3c(NC(=O)C4CCCCC4)cccc3C(=O)N([C@H](C)CO)C[C@@H]2C)cc1	9%	nt	13	1%	nt	nt	122%[activator]
NS(=O)(=O)c1cccc(NC(=O)c2ccc(NS(=O)(=O)c3cccc([N+](=O)[O-])c3)cc2)c1	2%	nt	-75*	-15%	nt	nt	-40%
